TcdB GH inh = TcdB glycohydrolase inhibition; P18177; TcdB glycohydrolase enzymatic assay, plate reader; inhibition, % at 9.99 µM; 350,000 compounds, 0.24% hits; AID 652162; in the data active = inhibition above about 10%
Target sequence (P18177 whole entry, looked up): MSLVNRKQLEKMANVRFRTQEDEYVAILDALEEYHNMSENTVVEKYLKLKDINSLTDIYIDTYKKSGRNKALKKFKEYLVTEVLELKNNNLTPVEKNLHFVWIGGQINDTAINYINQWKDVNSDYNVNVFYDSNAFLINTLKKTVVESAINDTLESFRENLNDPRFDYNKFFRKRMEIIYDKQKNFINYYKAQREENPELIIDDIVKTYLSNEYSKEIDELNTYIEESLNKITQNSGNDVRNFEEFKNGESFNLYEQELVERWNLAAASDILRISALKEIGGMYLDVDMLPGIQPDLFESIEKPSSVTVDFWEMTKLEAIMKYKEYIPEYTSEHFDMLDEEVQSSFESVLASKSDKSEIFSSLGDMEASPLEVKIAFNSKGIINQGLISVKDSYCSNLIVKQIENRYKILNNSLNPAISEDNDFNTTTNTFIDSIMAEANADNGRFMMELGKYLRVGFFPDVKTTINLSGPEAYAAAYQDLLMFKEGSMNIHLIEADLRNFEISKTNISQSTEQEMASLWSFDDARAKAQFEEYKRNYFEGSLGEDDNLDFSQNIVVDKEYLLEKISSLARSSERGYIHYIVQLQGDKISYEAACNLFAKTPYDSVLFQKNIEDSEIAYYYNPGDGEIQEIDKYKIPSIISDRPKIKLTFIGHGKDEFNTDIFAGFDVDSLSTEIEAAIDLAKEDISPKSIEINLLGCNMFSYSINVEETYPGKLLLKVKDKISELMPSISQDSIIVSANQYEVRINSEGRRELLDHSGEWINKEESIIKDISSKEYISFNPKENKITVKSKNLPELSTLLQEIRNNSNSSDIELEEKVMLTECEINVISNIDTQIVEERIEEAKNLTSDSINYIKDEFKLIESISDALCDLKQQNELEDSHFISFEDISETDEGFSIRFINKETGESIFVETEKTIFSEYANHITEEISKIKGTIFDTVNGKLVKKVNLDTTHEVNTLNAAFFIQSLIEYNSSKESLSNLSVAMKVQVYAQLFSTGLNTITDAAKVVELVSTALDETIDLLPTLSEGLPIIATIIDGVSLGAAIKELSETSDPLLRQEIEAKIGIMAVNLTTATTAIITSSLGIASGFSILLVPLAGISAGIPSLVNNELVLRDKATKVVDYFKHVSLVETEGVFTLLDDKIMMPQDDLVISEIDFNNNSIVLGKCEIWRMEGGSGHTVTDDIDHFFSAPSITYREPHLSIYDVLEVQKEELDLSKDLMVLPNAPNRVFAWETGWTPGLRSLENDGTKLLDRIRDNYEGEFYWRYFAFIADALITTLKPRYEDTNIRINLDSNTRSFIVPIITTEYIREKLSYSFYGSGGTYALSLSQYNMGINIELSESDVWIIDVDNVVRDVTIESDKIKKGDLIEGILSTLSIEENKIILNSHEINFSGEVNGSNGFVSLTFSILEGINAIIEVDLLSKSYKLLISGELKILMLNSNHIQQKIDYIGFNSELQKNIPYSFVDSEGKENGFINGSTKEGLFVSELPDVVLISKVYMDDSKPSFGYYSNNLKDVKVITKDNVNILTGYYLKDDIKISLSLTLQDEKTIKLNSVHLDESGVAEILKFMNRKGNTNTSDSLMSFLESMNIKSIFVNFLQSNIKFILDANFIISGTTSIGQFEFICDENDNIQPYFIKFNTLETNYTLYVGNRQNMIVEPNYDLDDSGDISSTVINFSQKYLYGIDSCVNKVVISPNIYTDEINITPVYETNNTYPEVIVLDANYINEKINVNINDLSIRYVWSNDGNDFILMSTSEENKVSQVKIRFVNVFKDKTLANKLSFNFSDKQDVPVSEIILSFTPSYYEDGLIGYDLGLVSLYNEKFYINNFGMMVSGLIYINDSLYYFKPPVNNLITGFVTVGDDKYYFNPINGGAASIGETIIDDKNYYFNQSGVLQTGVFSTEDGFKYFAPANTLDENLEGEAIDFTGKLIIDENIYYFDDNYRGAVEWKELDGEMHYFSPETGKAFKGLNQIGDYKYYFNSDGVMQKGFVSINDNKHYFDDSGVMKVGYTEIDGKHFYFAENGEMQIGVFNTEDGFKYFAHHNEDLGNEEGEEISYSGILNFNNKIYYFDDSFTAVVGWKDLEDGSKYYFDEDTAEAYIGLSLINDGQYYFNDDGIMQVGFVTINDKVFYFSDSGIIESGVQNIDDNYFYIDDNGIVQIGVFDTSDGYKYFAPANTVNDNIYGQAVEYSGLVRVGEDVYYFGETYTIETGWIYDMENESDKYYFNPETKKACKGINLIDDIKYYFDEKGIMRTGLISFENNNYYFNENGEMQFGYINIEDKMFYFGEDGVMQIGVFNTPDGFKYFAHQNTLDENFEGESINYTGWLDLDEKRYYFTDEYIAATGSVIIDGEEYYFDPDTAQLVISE
* = called active by the depositor; & = joins results of further samples. A portion of the library (hit frequency here may not be typical).

1	CC(C)CC#Cc1ccc2c(c1)O[C@H](CN(C)Cc1ccccn1)[C@H](C)CN([C@H](C)CO)S2(=O)=O
  TcdB GH inh = 1.4
2	CNC[C@H]1Oc2c(NC(=O)Nc3ccc4c(c3)OCO4)cccc2C(=O)N([C@@H](C)CO)C[C@@H]1C
  TcdB GH inh = -0.2
3	O=C(Cc1ccccc1)N[C@H]1CC[C@@H](CC(=O)N2CCOCC2)O[C@@H]1CO
  TcdB GH inh = -11
4	O=C(NC[C@H]1[C@H](c2ccccc2)[C@H](CO)N1CC1CCCC1)C1CC1
  TcdB GH inh = 0.2
5	CCCNC(=O)Nc1ccc2c(c1)OC[C@H](C)N(Cc1ccc(-c3ccccn3)cc1)C[C@H](C)[C@@H](OC)CN(C)C2=O
  TcdB GH inh = -0.6
6	COc1ccc2c3c(n(C)c2c1)[C@@H](CO)N(C(=O)Nc1c(C)noc1C)CC31CCN(CC2CC2)CC1
  TcdB GH inh = 0.9
7	CNC[C@H]1Oc2cc(-c3cccc(F)c3)ccc2S(=O)(=O)N([C@H](C)CO)C[C@@H]1C
  TcdB GH inh = -1.3
8	COCC(=O)Nc1ccc2c(c1)OC[C@@H](C)N(C(=O)Cc1cccnc1)C[C@@H](C)[C@@H](OC)CN(C)C2=O
  TcdB GH inh = 1.4
9	C[C@H](CO)N1C[C@H](C)[C@H](CN(C)C(=O)Nc2ccc(C(F)(F)F)cc2)Oc2ccc(NS(=O)(=O)c3ccc(Cl)cc3)cc2CC1=O
  TcdB GH inh = -1.0
10	CCCNC(=O)Nc1ccc2c(c1)OC[C@H](C)N(C(=O)CC)C[C@@H](C)[C@H](OC)CN(C)C2=O
  TcdB GH inh = 0.0

11	O=C(CCN1CCCCC1)N[C@H]1CC[C@@H](CCNS(=O)(=O)c2ccc(Cl)cc2)O[C@@H]1CO
  TcdB GH inh = 0.9
12	C[C@@H]1CN([C@H](C)CO)C(=O)c2cccc(NC(=O)C3CC3)c2O[C@@H]1CN(C)S(=O)(=O)c1cn(C)cn1
  TcdB GH inh = 0.1
13	C[C@H]1CN([C@@H](C)CO)C(=O)c2cc(NC(=O)Cc3ccccc3)ccc2O[C@@H]1CN(C)S(=O)(=O)c1ccc(Cl)cc1
  TcdB GH inh = -3.1
14	CCCN1C[C@@H](C)[C@H](OC)CN(C)C(=O)c2cc(NS(=O)(=O)c3cn(C)cn3)ccc2OC[C@@H]1C
  TcdB GH inh = 0.3
15	COc1ccc(-c2ccccc2[C@@H]2[C@H](C#N)N(C(=O)C3CCC3)[C@H]2CO)cc1
  TcdB GH inh = 0.6
16	C[C@@H]1CN([C@H](C)CO)C(=O)c2cccc(NC(=O)C3CCCCC3)c2O[C@@H]1CN(C)C
  TcdB GH inh = -0.6
17	CN(C)CC#Cc1ccc([C@H]2[C@@H](CO)N3CCCCN(C(=O)C4CCCC4)C[C@@H]23)cc1
  TcdB GH inh = -0.7
18	CCN(C[C@H]1[C@H](c2ccccc2)[C@H](CO)N1C(C)=O)C(=O)NC(C)C
  TcdB GH inh = -1.0
19	CCCC#Cc1ccc([C@H]2[C@@H](CO)N3C(=O)CN(C(=O)c4cccnc4)C[C@H]23)cc1
  TcdB GH inh = 0.3
20	COC(=O)C(CC#Cc1ccc2c(c1)[C@]1(C(=O)N2)[C@H](C(=O)N2CCc3cc(OC)c(OC)cc3C2)[C@H]2C(=O)O[C@H](c3ccccc3)[C@H](c3ccccc3)N2[C@@H]1c1ccc(OCCO)cc1)C(=O)OC
  TcdB GH inh = -0.5

21	COc1cccc(-c2ccc3c(c2)[C@@H]2[C@@H](CCN2C(=O)C2CC2)[C@H](CO)N3)c1
  TcdB GH inh = 2.9
22	CCCNC(=O)[C@@H]1[C@@H](CO)[C@@H]2Cn3c(cccc3=O)[C@H]1N2Cc1cccc(Cl)c1
  TcdB GH inh = -1.9
23	COc1ccc2c3c([nH]c2c1)[C@H](CO)N(Cc1nccs1)CC31CN(Cc2cccnc2)C1
  TcdB GH inh = -0.3
24	CNC[C@H]1OCCCC[C@@H](C)Oc2ccc(NS(=O)(=O)c3cccs3)cc2C(=O)N([C@@H](C)CO)C[C@H]1C
  TcdB GH inh = -0.1
25	CCC(=O)N1CC(=O)N2[C@H](C1)[C@H](c1ccc(C#CCc3ccccc3)cc1)[C@@H]2CO
  TcdB GH inh = -2.1
26	CC(C)C#Cc1cnc2c(c1)C(=O)N([C@@H](C)CO)C[C@H](C)[C@@H](CN(C)Cc1ccccn1)O2
  TcdB GH inh = -0.5
27	COCC(=O)Nc1ccc2c(c1)C(=O)N(C)[C@@H]1CC[C@H](CC(=O)Nc3ccccc3)O[C@@H]1CO2
  TcdB GH inh = -0.5
28	N#C[C@H]1[C@H](c2ccc(C#CC3CCCC3)cc2)[C@@H](CO)N1S(=O)(=O)c1ccccc1
  TcdB GH inh = -1.7
29	C[C@H]1CN([C@@H](C)CO)C(=O)c2cc(C#CC3CC3)cnc2O[C@@H]1CN(C)C(=O)c1ccccc1
  TcdB GH inh = -0.3
30	C/C=C/c1ccc([C@@H]2[C@H](CO)N3CCCCN(S(=O)(=O)c4ccc(F)cc4)C[C@@H]23)cc1
  TcdB GH inh = -1.1

A draw from above in order of number of heavy atoms, highest first.
20	COC(=O)C(CC#Cc1ccc2c(c1)[C@]1(C(=O)N2)[C@H](C(=O)N2CCc3cc(OC)c(OC)cc3C2)[C@H]2C(=O)O[C@H](c3ccccc3)[C@H](c3ccccc3)N2[C@@H]1c1ccc(OCCO)cc1)C(=O)OC
  TcdB GH inh = -0.5
9	C[C@H](CO)N1C[C@H](C)[C@H](CN(C)C(=O)Nc2ccc(C(F)(F)F)cc2)Oc2ccc(NS(=O)(=O)c3ccc(Cl)cc3)cc2CC1=O
  TcdB GH inh = -1.0
5	CCCNC(=O)Nc1ccc2c(c1)OC[C@H](C)N(Cc1ccc(-c3ccccn3)cc1)C[C@H](C)[C@@H](OC)CN(C)C2=O
  TcdB GH inh = -0.6
13	C[C@H]1CN([C@@H](C)CO)C(=O)c2cc(NC(=O)Cc3ccccc3)ccc2O[C@@H]1CN(C)S(=O)(=O)c1ccc(Cl)cc1
  TcdB GH inh = -3.1
6	COc1ccc2c3c(n(C)c2c1)[C@@H](CO)N(C(=O)Nc1c(C)noc1C)CC31CCN(CC2CC2)CC1
  TcdB GH inh = 0.9
12	C[C@@H]1CN([C@H](C)CO)C(=O)c2cccc(NC(=O)C3CC3)c2O[C@@H]1CN(C)S(=O)(=O)c1cn(C)cn1
  TcdB GH inh = 0.1
14	CCCN1C[C@@H](C)[C@H](OC)CN(C)C(=O)c2cc(NS(=O)(=O)c3cn(C)cn3)ccc2OC[C@@H]1C
  TcdB GH inh = 0.3
2	CNC[C@H]1Oc2c(NC(=O)Nc3ccc4c(c3)OCO4)cccc2C(=O)N([C@@H](C)CO)C[C@@H]1C
  TcdB GH inh = -0.2
26	CC(C)C#Cc1cnc2c(c1)C(=O)N([C@@H](C)CO)C[C@H](C)[C@@H](CN(C)Cc1ccccn1)O2
  TcdB GH inh = -0.5
11	O=C(CCN1CCCCC1)N[C@H]1CC[C@@H](CCNS(=O)(=O)c2ccc(Cl)cc2)O[C@@H]1CO
  TcdB GH inh = 0.9
16	C[C@@H]1CN([C@H](C)CO)C(=O)c2cccc(NC(=O)C3CCCCC3)c2O[C@@H]1CN(C)C
  TcdB GH inh = -0.6
19	CCCC#Cc1ccc([C@H]2[C@@H](CO)N3C(=O)CN(C(=O)c4cccnc4)C[C@H]23)cc1
  TcdB GH inh = 0.3

22	CCCNC(=O)[C@@H]1[C@@H](CO)[C@@H]2Cn3c(cccc3=O)[C@H]1N2Cc1cccc(Cl)c1
  TcdB GH inh = -1.9
21	COc1cccc(-c2ccc3c(c2)[C@@H]2[C@@H](CCN2C(=O)C2CC2)[C@H](CO)N3)c1
  TcdB GH inh = 2.9
3	O=C(Cc1ccccc1)N[C@H]1CC[C@@H](CC(=O)N2CCOCC2)O[C@@H]1CO
  TcdB GH inh = -11
4	O=C(NC[C@H]1[C@H](c2ccccc2)[C@H](CO)N1CC1CCCC1)C1CC1
  TcdB GH inh = 0.2

Next part:
31	COc1ccc(CN(C)C[C@@H]2Oc3ccc(NC(=O)C4CCCCC4)cc3CC(=O)N([C@@H](C)CO)C[C@@H]2C)cc1
  TcdB GH inh = -0.8
32	CO[C@H]1CN(C)C(=O)c2cc(NC(=O)Nc3cccc(Cl)c3)ccc2OC[C@@H](C)NC[C@@H]1C
  TcdB GH inh = -2.3
33	CO[C@@H]1CN(C)C(=O)c2ccc(NS(C)(=O)=O)cc2OC[C@@H](C)NC[C@@H]1C
  TcdB GH inh = -0.1
34	C[C@H]1CCCCO[C@H](CN(C)Cc2ccccc2)[C@@H](C)CN([C@@H](C)CO)C(=O)c2cc(NS(C)(=O)=O)ccc2O1
  TcdB GH inh = -0.4
35	CO[C@H](CN(C)S(=O)(=O)c1cccc(Cl)c1)[C@H](C)CN([C@H](C)CO)S(=O)(=O)c1ccc(Cl)cc1
  TcdB GH inh = 0.3
36	C[C@@H]1CCCCO[C@H](CN(C)S(C)(=O)=O)[C@@H](C)CN([C@H](C)CO)C(=O)c2cc(NC(=O)Nc3ccc(F)cc3)ccc2O1
  TcdB GH inh = -2.9
37	COc1ccc2c3c([nH]c2c1)[C@H](CO)N(C(=O)C1CCCCC1)CC31CCN(S(C)(=O)=O)CC1
  TcdB GH inh = -1.1
38	CO[C@H](CN(C)S(=O)(=O)c1ccc(C)cc1)[C@H](C)CN(C(=O)Nc1ccccc1F)[C@H](C)CO
  TcdB GH inh = 0.5
39	CCC(=O)N(C)C[C@H]1Oc2cc(-c3cncnc3)ccc2S(=O)(=O)N([C@@H](C)CO)C[C@H]1C
  TcdB GH inh = 0.6
40	C/C=C/c1ccc([C@@H]2[C@H](CO)N(C(=O)C3CCCC3)C23CN(S(C)(=O)=O)C3)cc1
  TcdB GH inh = 1.2

41	C[C@@H]1CN([C@@H](C)CO)S(=O)(=O)c2ccc(C3=CCCCC3)cc2O[C@H]1CN(C)C(=O)c1ccc(F)cc1
  TcdB GH inh = -0.7
42	C[C@@H]1CCCCO[C@@H](CN(C)S(=O)(=O)c2cccs2)[C@H](C)CN([C@H](C)CO)C(=O)c2cc(NS(=O)(=O)c3ccc(Cl)cc3)ccc2O1
  TcdB GH inh = 0.3
43	COc1ccc(S(=O)(=O)N(C)C[C@@H]2OCCCC[C@H](C)Oc3ccc(NS(=O)(=O)c4cccs4)cc3C(=O)N([C@H](C)CO)C[C@H]2C)cc1
  TcdB GH inh = 0.3
44	O=C(Nc1ccc(F)cc1)N1CCCCN2[C@H](C1)[C@H](c1ccc(-c3ccncc3)cc1)[C@@H]2CO
  TcdB GH inh = -0.5
45	C[C@@H]1CN([C@H](C)CO)C(=O)c2cc(C3=CCCCC3)cnc2O[C@@H]1CN(C)C(=O)Cc1ccccc1
  TcdB GH inh = -0.6
46	CO[C@H]1CN(C)C(=O)c2ccc(NS(=O)(=O)c3cccc(C)c3)cc2OC[C@H](C)NC[C@@H]1C
  TcdB GH inh = 0.2
47	C[C@@H]1CCCCO[C@@H](CN(C)C(=O)Nc2ccccc2)[C@@H](C)CN([C@H](C)CO)C(=O)c2cc(NC(=O)Nc3ccc(F)cc3)ccc2O1
  TcdB GH inh = 0.2
48	C[C@@H]1CN([C@H](C)CO)C(=O)c2cc(C#CCN(C)C)cnc2O[C@@H]1CN(C)S(=O)(=O)c1ccccc1
  TcdB GH inh = 0.0
49	C[C@@H]1CN([C@H](C)CO)S(=O)(=O)c2ccc(C#CCN(C)C)cc2O[C@@H]1CN(C)Cc1ccccc1
  TcdB GH inh = -0.8
50	C[C@H]1CN([C@@H](C)CO)C(=O)Cc2cc(NC(=O)CCCCCC(=O)Nc3ccccc3N)ccc2O[C@@H]1CN(C)C(=O)NC1CCCCC1
  TcdB GH inh = -0.1

51	O=C1CNC[C@H]2[C@H](c3ccc(C#CC4CCCC4)cc3)[C@@H](CO)N12
  TcdB GH inh = -1.9
52	C/C=C/c1ccc([C@H]2[C@@H](CO)N(S(C)(=O)=O)C23CN(C(=O)CC)C3)cc1
  TcdB GH inh = -0.8
53	CCCNC(=O)[C@H]1[C@H](CO)[C@H]2Cn3c(cccc3=O)[C@@H]1N2CCC(F)(F)F
  TcdB GH inh = -3.1
54	CO[C@H]1CN(C)C(=O)c2ccc(NS(C)(=O)=O)cc2OC[C@@H](C)N(C(=O)C2CCCCC2)C[C@@H]1C
  TcdB GH inh = 0.3
55	COc1ccccc1NC(=O)N(C)C[C@H]1Oc2ncc(C#CCN(C)C)cc2C(=O)N([C@@H](C)CO)C[C@@H]1C
  TcdB GH inh = 0.4
56	O=C(c1ccncc1)N1C[C@@H]2N[C@H](C1)C2c1ccc(/C=C/c2ccccc2)cc1 (stereo not given in full)
  TcdB GH inh = -0.9&-0.6
57	C[C@H](CO)N1C[C@H](C)[C@@H](CN(C)Cc2ccc(C(=O)O)cc2)Oc2ccc(NC(=O)C3CCCCC3)cc2CC1=O
  TcdB GH inh = 0.6
58	C[C@@H]1CCCCO[C@@H](CN(C)C(=O)c2ccccc2)[C@@H](C)CN([C@H](C)CO)C(=O)c2cc(NC(=O)CCCCCC(=O)Nc3ccccc3N)ccc2O1
  TcdB GH inh = -0.6

Bioassay records from PubChem BioAssay.
